Screening results: PubChem BioAssay, National Center for Advancing Translational Sciences (NCATS)
Rab9 promoter act: activators of Rab9 promoter; Potency, µM (titrated, usually from 9.22 µM), for inactives: top-dose activation, negative = inhibition, hits mostly activators; Huh7 Rab9 promoter-luciferase reporter, luminescence, 24 h; actives 2.8% (n = 320,000); note: potency is the fitted concentration of half-maximal effect; % of control where 0% means no effect; nearly all actives have a fitted effect of over 60% in size
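Huh7 cells stably carrying Rab9 promoter–luciferase reporter, plated 1500 cells/well, compound added after 2 h and incubated 24 h at 37 °C; luciferase luminescence then read after 10 min with detection reagent.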
Menin-MLL TR inh: displaces Texas Red mutant MLL peptide from human menin; actives 0.23% (n = 270,000); Potency, µM (series often up to 61.6 µM), for the others: at the top dose FP activity change, negative = inhibition, actives largely listed as inhibitors; AID 1768; O00255; Menin + Texas Red MLL mutant peptide, fluorescence polarization; active = well fitted inhibition curve with a large enough effect in the polarisation, with a control signal flat, not every such curve was filed as active; inconclusive = small, poorly fitted or top-dose-only effect, or effect the other way, or a change in a side signal; inactive = no such curve, though single readings can be large or run the other way; the % refers to the polarisation; note: potency is the fitted concentration of half-maximal effect; % of control where 0% means no effect; many of its hits are not listed in these tables
Target sequence (O00255 whole entry, looked up): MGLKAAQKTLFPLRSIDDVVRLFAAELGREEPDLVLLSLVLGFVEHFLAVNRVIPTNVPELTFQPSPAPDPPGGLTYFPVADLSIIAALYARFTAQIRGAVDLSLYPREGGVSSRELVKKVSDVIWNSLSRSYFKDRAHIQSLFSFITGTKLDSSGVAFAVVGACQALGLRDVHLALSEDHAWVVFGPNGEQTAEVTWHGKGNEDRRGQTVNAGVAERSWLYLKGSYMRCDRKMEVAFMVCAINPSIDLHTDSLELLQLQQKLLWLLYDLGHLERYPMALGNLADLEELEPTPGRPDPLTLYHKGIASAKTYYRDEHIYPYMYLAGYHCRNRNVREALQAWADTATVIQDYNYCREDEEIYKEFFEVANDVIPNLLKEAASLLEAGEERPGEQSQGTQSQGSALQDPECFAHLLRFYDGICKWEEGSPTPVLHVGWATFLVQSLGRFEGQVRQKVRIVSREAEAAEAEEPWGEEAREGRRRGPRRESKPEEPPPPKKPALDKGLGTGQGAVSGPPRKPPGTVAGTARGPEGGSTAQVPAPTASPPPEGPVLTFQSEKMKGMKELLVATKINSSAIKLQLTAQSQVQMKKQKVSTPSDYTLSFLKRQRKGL
Gal4-VP16 FLuc: counter-screen for ROR gamma inhibitors: Gal4-VP16 reporter | actives 3.5% (n = 310,000) | Potency, µM (top dose mostly 53.6 µM), for inactives: top-dose activity, negative = inhibition, usual class: inhibitors | Drosophila S2 Gal4-VP16 UAS-luciferase, luminescence, 20 h;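 note: Gal4-VP16 expression switched on by copper sulfate through the metallothionein promoter; potency is the fitted concentration of half-maximal effect; % is set by controls: 0 for no effect and ±100 for the full control effect; nearly all actives have a fitted effect of over 50% in size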
BRCA1 expr act: increases BRCA1 expression. actives 1.1% (n = 380,000). Potency, µM (titrated, usually from 46.1 µM), for the others: top-dose activation, actives largely listed as activators. MCF7-BRCA1-FFLuc reporter, luminescence, 48 h; response scale: scaled: vehicle 0%, 10 µM genistein 100%; note: potency is the fitted concentration of half-maximal effect; nearly all actives have a fitted effect of over 80% in size; some results filed as inactive show a strong effect at the top dose
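48 h compound treatment of MCF7-BRCA1-FFLuc cells (phenol-red free MEM, 37 °C), then 15 min with luciferase substrate and luminescence imaging.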
PKM2 activator: increases activity of human pyruvate kinase M2; actives 0.34% (n = 260,000); P14618; purified PKM2, Kinase-Glo ATP luminescence, activation; response scale: 0% is enzyme alone, no compound; Potency, µM (highest dose often 57.5 µM), without a hit: at the highest dose activation, actives largely listed as activators; AID 1631; note: potency is the fitted concentration of half-maximal effect; % is set by controls: 0 for no effect and ±100 for the full control effect; nearly all actives have a fitted effect of over 55% in size
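Purified hPK-M2 (>95%) run at intermediate activity with 0.1 mM ADP and 0.5 mM PEP in 50 mM imidazole pH 7.2, KCl, MgCl2; 1 h room temperature. ATP formed read by Kinase-Glo luminescence; normalized to uninhibited and no-enzyme controls.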
RORgamma inh: inhibitors of mouse ROR gamma transcriptional activity; Drosophila S2 Gal4-RORgamma UAS-luciferase reporter, 20 h; Potency, µM (highest dose often 53.6 µM), for the others: at the top dose activity change, negative = inhibition, usual class: inhibitors; P51450; AID 2551; actives 5.4% (n = 310,000); note: potency is the fitted concentration of half-maximal effect; % is set by controls: 0 for no effect and ±100 for the full control effect; nearly all actives have a fitted effect of over 60% in size
Target sequence (P51450 whole entry, looked up, the tested form may be a part): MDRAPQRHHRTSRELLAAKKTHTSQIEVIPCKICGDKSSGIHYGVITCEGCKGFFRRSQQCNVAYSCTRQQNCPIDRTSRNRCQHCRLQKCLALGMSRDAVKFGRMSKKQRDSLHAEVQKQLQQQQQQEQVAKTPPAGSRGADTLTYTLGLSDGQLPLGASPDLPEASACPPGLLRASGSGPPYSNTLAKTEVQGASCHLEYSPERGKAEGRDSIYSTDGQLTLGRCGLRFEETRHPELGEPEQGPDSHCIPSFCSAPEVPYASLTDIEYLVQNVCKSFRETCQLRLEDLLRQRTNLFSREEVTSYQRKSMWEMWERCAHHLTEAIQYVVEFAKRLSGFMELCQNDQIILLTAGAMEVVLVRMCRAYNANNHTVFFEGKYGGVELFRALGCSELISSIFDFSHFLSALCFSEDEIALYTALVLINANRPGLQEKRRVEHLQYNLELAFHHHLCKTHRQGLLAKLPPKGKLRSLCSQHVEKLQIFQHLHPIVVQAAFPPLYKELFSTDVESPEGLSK
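A Gal4/UAS one-hybrid system in insect cells: metallothionein-promoter Gal4–ROR gamma fusion plus Photinus luciferase reporter. Copper sulfate 700 uM final, 20 hr ambient incubation, luminescent detection after 10 min with reagent.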
Giardia kill: Giardia lamblia killing. actives 0.15% (n = 340,000). activity change, % at 7.66 µM, hits read low. Giardia lamblia trophozoite viability; in the data active = activity change below about -80%; inconclusive = between about -30% and that limit;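 note: parasites exposed to compound for two days anaerobically before the ATP read; % is set by controls: 0 for no effect and ±100 for the full control effect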
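Compounds were tested on trophozoites seeded at 100 cells/well and held 48 hrs at 37 deg C anaerobically. An ATP-based luminescent kit measured the remaining live cells.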
NPC1 prom act: activators of NPC1 promoter; Huh7 NPC1 promoter luciferase reporter, 24 h; Potency, µM (doses to about 9.22 µM), for the others: top-dose activation, actives largely listed as activators; actives 2.4% (n = 320,000); AID 485313;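 note: potency is the fitted concentration of half-maximal effect; % of control where 0% means no effect; nearly all actives have a fitted effect of over 60% in size; reporter is driven by a mutant NPC1 promoter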
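Luminescence read-out of NPC1 promoter-driven luciferase in stably transfected Huh7 cells; compounds delivered in DMSO and left 24 h at 37C, 5% CO2, qHTS titration format.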
FLuc modulator: counter-screen for miR-21 project: firefly luciferase inhibitors or activators; P08659; purified FLuc, Km substrates, luminescence inhibition; Potency, µM (series often up to 57.5 µM), for inactives: top-dose activity change, negative = inhibition, actives largely listed as inhibitors; actives 6.9% (n = 360,000); AID 588342;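 note: potency is the fitted concentration of half-maximal effect; plate controls were vehicle for no effect and reference inhibitor for full effect; nearly all actives have a fitted effect of over 55% in size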
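Purified P. pyralis luciferase (10nM final) with 10uM D-luciferin and 10uM ATP (Km levels) in 50mM Tris acetate pH 7.5, 10mM Mg acetate, 0.01% Tween-20, 0.05% BSA; qHTS 6-point titration, ~60 µM downward; luminescence read.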
ELG1 genotox: induces genotoxicity in HEK293T cells with luciferase-tagged ELG1; actives 1.3% (n = 330,000); HEK293T ELG1-luciferase reporter, luminescence, 16 h; AID 504466; Potency, µM (series often up to 46 µM), inactives show top-dose activity change, positive = activation, usual class: activators; note: potency is the fitted concentration of half-maximal effect; % of control where 0% means no effect; nearly all actives have a fitted effect of over 60% in size
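Step 1: seed 2,000 HEK293T ELG1-luciferase cells per well. Step 2: add compound or DMSO, incubate 16 hr at 37 °C. Step 3: ONE-Glo, 30 min at room temperature, read luminescence.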
p53 reactivation: re-activators of mutant p53; H1299 p53-A138V BP100-luciferase reporter, luminescence, 24 h; Potency, µM (highest dose often 92.2 µM), without a hit: at the top dose activity change, positive = activation, hits mostly activators; actives 0.063% (n = 320,000); note: potency is the fitted concentration of half-maximal effect; % of control where 0% means no effect; nearly all actives have a fitted effect of over 45% in size
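p53-null H1299 cells stably carrying temperature-sensitive p53-A138V and a BP100-luciferase reporter were pinned with compounds (4-point, 1:5 series) and held 24 hrs at 37 deg C. Luminescence was read 10 min after detection reagent.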
An asterisk follows results filed as active; ? = inconclusive; / = no result given; [ ] = remark or other dose. Unless noted, calls come from the whole dose curve; as a rule, active = well fitted curve in the direction sought with a large enough effect; inconclusive = small, poorly fitted or top-dose-only effect, or another doubt; inactive = no such curve, though single readings can be large; an effect the other way counts as inactive or inconclusive.

cpd	SMILES	Rab9 promoter act	Menin-MLL TR inh	Gal4-VP16 FLuc	BRCA1 expr act	PKM2 activator	RORgamma inh	Giardia kill	NPC1 prom act	FLuc modulator	ELG1 genotox	p53 reactivation
1	CCOc1ccc(C(C)=O)cc1COC(=O)C(C)N=C1NS(=O)(=O)c2ccccc21 (centres undefined)	-4%	11%	-11%	6%	-1%	7%	-7	1%	1%	-1%	-7%
2	COc1cccc(N=c2oc3ccc(OC)cc3cc2-c2nc3ccccc3[nH]2)c1	/	13%	-26%	-47%	-17%	14µM*	-11	/	19µM*	/	/
3	CCOC(=O)c1cc(NC(=O)CSCCO)ccc1Cl	/	-13%	5%	8%	18%	42%	7	/	1%	/	/
4	Cc1ccc(NC(=O)c2c(-c3c(F)cccc3Cl)noc2C)cc1F	2%	26%	-5%	5%	7%	?	1	0%	0%	-2%	-6%
5	O=c1c2sccc2n(Cc2cc(=O)n3ccccc3n2)c(=O)n1-c1ccccc1	2%	-9%	1%	-14%	1%	-6%	-11	-1%	-4%	3%	1%
6	COc1ccccc1N1C(=O)C2CCC(c3ccccc3)CC2C1=O (centres undefined)	-6%	9%	-1%	-15%	7%	34%	11	-1%	-1%	-1%	0%
7	OCC(O)/C=N/Nc1nc(N2CCCCC2)nc(N2CCCCC2)n1 (centres undefined)	-5%	2%	-4%	4%	7%	-32%	-3	-5%	0%	-7%	10%
8	O=C(NCc1ccccc1Cl)C1CCN(S(=O)(=O)c2ccc(-n3cnnn3)cc2)CC1	-1%	?	20%	-9%	-1%	-14%	0	0%	1%	?	4%
9	CCCOc1ccc(N2C(=O)CC(N3CCN(c4ccccc4OC)CC3)C2=O)cc1 (centres undefined)	-4%	4%	-1%	2%	-4%	18%	-27	-4%	6%	4%	-1%
10	Cc1ccc(SCC(=O)OC(C)C(=O)N2CCc3ccccc32)cc1 (centres undefined)	-1%	/	/	-10%	/	/	-2	2%	-9%	-4%	-1%
11	O=C(c1ccc2c(c1)OCO2)N1CCN(c2ccccc2)CC1	2%	-17%	-3%	-14%	6%	17%	2	2%	-3%	-2%	7%
12	CC(=O)c1cc2c(cc1NC(=O)c1ccco1)OCCO2	-5%	-6%	27%[10 µM]	-4%	0%	3%	9	-6%	0%	0%	15%
13	COc1ccc(S(=O)(=O)N2CCOC2CNC(=O)C(=O)NCc2ccncc2)cc1OC (centres undefined)	-1%	/	-4%	-3%	-4%	-23%	-1	-1%	-2%	3%	4%
14	Cc1[nH]c2ccccc2c1SCc1nnc(SCc2ccccc2)n1C	-1%	/	-11%	-28%	-3%	37%	-9	3%	7%	-9%	-4%
15	CCN(CC)C(=O)C1CCCN(Cc2ccccc2)C1 (centres undefined)	0%	-2%	0%	12%	4%	-27%	5	-1%	5%	-5%	2%
16	Cc1nc(-c2ccc(S(=O)(=O)Nc3ccc(S(N)(=O)=O)cc3)cc2)co1	7%	9%	-7%	13%	/	-2%	17	-2%	-5%	0%[9.26 µM]	6%
17	O=C(NCc1ccccc1F)c1ccc(S(=O)(=O)N2CCCCCC2)cc1	-2%	/	/	-13%	/	/	-18	-1%	-3%	-1%	3%
18	COc1ccc(/C=C/C(=O)NCc2ccccn2)cc1OC	-7%	-1%	-7%	-16%	-3%	17%	-15	-1%	-2%	2%	-3%
19	COc1ccc(NC(=O)CC2Sc3ncnn3C2=O)cc1 (centres undefined)	-3%	3%	?	-8%	?	?	-3	-1%	?	-3%	-8%
20	O=C(c1ccc(N2CCCCC2)c([N+](=O)[O-])c1)N1CCN(S(=O)(=O)c2ccccc2)CC1	4%	/	/	-34%	/	/	-25	0%	-2%	-20%	0%
21	Cc1cc(C)cc(NS(=O)(=O)c2cccs2)c1	-3%	15%	-5%	-15%	4%	27%	-8	-9%	-1%	2%	1%
22	CCN1CCN(CCCNC(=O)c2ccc(CS(=O)c3ccc(Br)cc3)o2)CC1 (centres undefined)	0%	/	-5%	0%	/	-18%	-2	0%	1%	3%	15%
23	Cn1c(=O)c2c(nc(CN3CCN(Cc4ccccc4)CC3)n2Cc2ccc(Cl)cc2)n(C)c1=O	0%	-3%	-20%	-62%	-2%	?	8	-3%	0%	-17%	-3%
24	CC(C)CNS(=O)(=O)c1ccc(OCC(=O)Nc2ccc3c(c2)OCO3)c(Cl)c1	-2%	15%	3%	4%	6%	6%	-7	-3%	5%	13%	8%
25	Cc1ccc2oc(=O)n(Cc3ccccc3OC(C)C)c2c1	1%	19%	?	-7%	3%	-10%	7	-4%	4%	2%	-1%
26	COc1ccc(Cl)cc1NC(=O)COc1ccc(S(=O)(=O)N2CCOCC2)cc1C	-3%	?	-11%	13%	/	39%	-12	-2%	0%	2%	-1%
27	Clc1ccc(CNCCCSc2ncccn2)cc1Cl	-2%	-20%	0%	2%	-2%	3%	-21	-1%	-2%	2%	/
28	Nc1ccc(C(=O)N2CCN(S(=O)(=O)c3ccc(Br)cc3)CC2)cc1[N+](=O)[O-]	-8%	/	/	-45%	/	/	-1	0%	1%	-4%	-12%
29	CSc1ccccc1NC(=O)c1ccccc1C	-3%	5%	-12%	-20%	-1%	9%	?	0%	4%	0%	-8%
30	CCCCn1c(N)c(N(CC)C(=O)CSc2nnnn2-c2cc(C)ccc2C)c(=O)[nH]c1=O	9%	-6%	-3%	-14%	1%	13%	5	-3%	-2%	1%	0%
31	OCCOc1ccc(CN2CCN(CCCc3ccccc3)C(CCO)C2)cc1 (centres undefined)	6%	12%	-9%	-1%	1%	2%	7	-1%	-5%	-6%	9%
32	COc1ccc(Cl)cc1NS(=O)(=O)c1ccc(S(=O)(=O)N2CCCC2)cc1	-3%	?	-3%	-30%	0%	?	-4	0%	-1%	-8%	-18%
33	CC1=CC(C)(C)N2C(=O)C(=O)c3cc(OC(=O)c4ccco4)cc1c32	-32%[inhibitor]	0%	11%	-2%	-9%	34%	-4	-12%	-1%	0%	4%
34	Cc1cccc(-c2nn(-c3ccccc3)cc2C(=O)N(C)CC(=O)Nc2ccc(N3CCOCC3)cc2)c1	-3%	/	/	-4%	/	/	-15	1%	-5%	-4%	3%
35	Cc1ccc(C)c(-n2c(C)cc(/C=N/NC(=O)c3c(C)nc4cc(C)ccn34)c2C)c1	-3%	-10%	14µM*	-1%	-14%	?	1	-1%	-20%	-2%	6%
36	Cc1snc2sc(C(=O)c3ccc(F)cc3)c(N)c12	?	/	16%	10µM*	-2%	21%	-6	?	?	?	23%

Whole records, looked up by structure.
Results for `O=C(c1ccc(N2CCCCC2)c([N+](=O)[O-])c1)N1CCN(S(=O)(=O)c2ccccc2)CC1` = Rab9 promoter act = 4%; Menin-MLL TR inh = /; Gal4-VP16 FLuc = /; BRCA1 expr act = -34%; PKM2 activator = /; RORgamma inh = /; Giardia kill = -25; NPC1 prom act = 0%; FLuc modulator = -2%; ELG1 genotox = -20%; p53 reactivation = 0%
Results for `CCOc1ccc(C(C)=O)cc1COC(=O)C(C)N=C1NS(=O)(=O)c2ccccc21` (centres undefined) = Rab9 promoter act = -4%; Menin-MLL TR inh = 11%; Gal4-VP16 FLuc = -11%; BRCA1 expr act = 6%; PKM2 activator = -1%; RORgamma inh = 7%; Giardia kill = -7; NPC1 prom act = 1%; FLuc modulator = 1%; ELG1 genotox = -1%; p53 reactivation = -7%
Results for `Cc1cc(C)cc(NS(=O)(=O)c2cccs2)c1` = Rab9 promoter act = -3%; Menin-MLL TR inh = 15%; Gal4-VP16 FLuc = -5%; BRCA1 expr act = -15%; PKM2 activator = 4%; RORgamma inh = 27%; Giardia kill = -8; NPC1 prom act = -9%; FLuc modulator = -1%; ELG1 genotox = 2%; p53 reactivation = 1%

Gathered by group, the entries above containing a furan ring, fused or not.
cpd	SMILES	Rab9 promoter act	Menin-MLL TR inh	Gal4-VP16 FLuc	BRCA1 expr act	PKM2 activator	RORgamma inh	Giardia kill	NPC1 prom act	FLuc modulator	ELG1 genotox	p53 reactivation
12	CC(=O)c1cc2c(cc1NC(=O)c1ccco1)OCCO2	-5%	-6%	27%[10 µM]	-4%	0%	3%	9	-6%	0%	0%	15%
22	CCN1CCN(CCCNC(=O)c2ccc(CS(=O)c3ccc(Br)cc3)o2)CC1 (centres undefined)	0%	/	-5%	0%	/	-18%	-2	0%	1%	3%	15%
33	CC1=CC(C)(C)N2C(=O)C(=O)c3cc(OC(=O)c4ccco4)cc1c32	-32%[inhibitor]	0%	11%	-2%	-9%	34%	-4	-12%	-1%	0%	4%

These rows are one share of the data; count on the stated rates, not on these rows.
